Screening results (PubChem BioAssay)
NOD1 NF-kB reporter: NOD1 signaling inhibitors, primary screen, cell-based, luminescence, uHTS (AID 1578). NOD1-driven NF-kB luciferase reporter cells, luminescence; higher % means a stronger effect. one-dose inhibition, % at 4 µM; EC50 in µM for titrated hits. 290,000 tested, 1% active; in the data active means inhibition mostly above about 36%, no sharp cut-off; inactive means mostly below about 34%;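 further: HEK-293T reporter cells stimulated with the NOD1 agonist gamma-tri-DAP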
KOR beta-arrestin-1: kappa opioid receptor activators – cell-based, luminescence, uHTS, primary screen (AID 1777); KOR beta-arrestin recruitment, luminescence; higher % means a stronger effect; one-dose activation, % at 10 µM; EC50 in µM for titrated hits; 280,000 tested, 0.02% active; in the data active means activation above about 50%, passing the limit was not always enough; further: a part of the inactive calls stands beside numbers as strong as those of hits
GPR55 beta-arrestin: selective activators of receptor GPR55 – imaging, U2OS cells, beta-arrestin-GFP redistribution, primary screen (AID 1961); U2OS GPR55 beta-arrestin-GFP redistribution imaging; higher % means a stronger effect; 290,000 tested, 0.048% active; activation, % at 10 µM, or EC50 in µM where a hit was titrated;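 active means activation above 40% with more than 50 cells counted in the well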;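 further: U2OS osteosarcoma cells stably expressing GPR55 and beta-arrestin-GFP; plate controls were DMSO negative control for no effect and LPI positive control for full effect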
T cell modulator: T cell immune modulation candidate | 2C CD8+ T cell-vesicle binding, flow cytometry; active compounds read low | calls only at 7 µM | 330,000 tested, 0.068% active | AID 2052;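 active means response, share of CD8 T cells binding vesicles, and their 90th percentile fluorescence all below set limits, cut at about 80% in these data, passing the limit was not always enough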
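Assay system – 2C mouse CD8+ T cells · Also added – QL9-loaded Drosophila micro-vesicles · Timing – Cell–vesicle co-incubation 1.5 h at 37 °C, staining 20 min on ice · Signal – flow cytometry of vesicle-bound cells · Measure – percent CD8+ FL2 mean versus row control · Controls – Peptide-free naked vesicles (low) and QL9 vesicles with 0.7% DMSO vehicle (high)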
Myeloid diff MLP: myeloid differentiation induction; ER-HoxA9 myeloid progenitors, lysozyme-GFP differentiation, flow cytometry; calls only at 10 µM; 360,000 tested, 1% active;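 active means normalized GFP-positive differentiation at or above the plate's own cutoff, the solvent-only control mean plus 3 SD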;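 further: cells exposed to compound for four days before flow analysis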
NTR1 agonist: agonists of NTR1, primary screen, imaging, U2OS cells, beta-arrestin-GFP, high content (AID 493036) | P30989 | NTR1-U2OS beta-arrestin-GFP spot imaging, agonist mode | activation, % at 20 µM | 330,000 tested, 0.17% active;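 active means activation at or above 40% of the spot to cytoplasm intensity ratio, with at least 20 cells analyzed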;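 further: 0% = DMSO without peptide and 100% = 100 nM NTR1 peptide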
Target sequence (P30989 whole entry, looked up): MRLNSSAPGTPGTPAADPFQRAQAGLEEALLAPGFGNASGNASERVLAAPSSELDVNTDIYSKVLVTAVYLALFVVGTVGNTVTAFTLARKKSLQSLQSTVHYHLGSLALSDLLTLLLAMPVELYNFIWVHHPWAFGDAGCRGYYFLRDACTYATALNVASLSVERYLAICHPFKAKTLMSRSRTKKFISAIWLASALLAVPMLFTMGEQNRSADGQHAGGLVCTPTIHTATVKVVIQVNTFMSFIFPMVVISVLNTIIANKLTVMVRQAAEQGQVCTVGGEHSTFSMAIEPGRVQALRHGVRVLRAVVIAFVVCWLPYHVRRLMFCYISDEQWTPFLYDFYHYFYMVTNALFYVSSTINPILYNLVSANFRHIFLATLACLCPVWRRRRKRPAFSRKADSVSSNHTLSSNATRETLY
HEK293 NOD2/NF-kB: NOD2 signaling inhibitors, cell-based, luminescence, uHTS, HEK293 (AID 1566). HEK293 NOD2/NF-kB luciferase reporter, luminescence; higher % means a stronger effect. one-dose inhibition, % at 4 µM; EC50 in µM for titrated hits. 290,000 tested, 0.63% active; further: many of its hits are not listed in these tables
GPR55 antagonists: inhibition of LPI-stimulated GPR55 beta-arrestin translocation – imaging, U2OS, beta-arrestin-GFP, LPI agonist, primary screen (AID 2013). U2OS GPR55 beta-arrestin-GFP translocation imaging, LPI antagonism; higher % means a stronger effect. inhibition, % at 10 µM; hits with a dose series show IC50 in µM. 290,000 tested, 0.13% active;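 active means spots per cell inhibited over 60%, with over 100 cells counted and total cytoplasm intensity under 500,000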;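 further: U2OS cells stably carrying GPR55 and arrestin-GFP stimulated by 5 µM LPI near EC80; imaged beta-arrestin-GFP aggregate spots per cell after agonist stimulation; plate controls were LPI-stimulated DMSO wells for no effect and DMSO wells without LPI for full effect; some results filed as inactive read as strong as hits; confirmed hits need IC50 under 10 µM and bright autofluorescent wells are also inconclusive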
KOR beta-arrestin-2: kappa opioid receptor blockers – cell-based, luminescence, uHTS (AID 1778) | KOR beta-arrestin recruitment, luminescence, antagonist mode; higher % means a stronger effect | inhibition, % at 10 µM; hits with a dose series show IC50 in µM | 290,000 tested, 0.091% active; further: strong numbers were not always called active
T cell modulator vesicle-bound %: also measured in T cell modulator; calls as there; double positive events, %; measured here: CD8+ vesicle-bound cell fraction;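 binding gate set so that unloaded-vesicle control wells show 10% double positive cells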
NTR1 agonist cell count 20 µM: recorded beside NTR1 agonist, whose call it bears; cell count; measured here: cell count, cytotoxicity flag
Myeloid diff MLP GFP+ MAC1+ %: second read-out of Myeloid diff MLP, no call of its own (marks repeat the call); GFP+ MAC1+ double positive, %; measured here: differentiation confirmed by MAC1 staining
* marks the source's active call; other numbers are inactive results; i = inactive; . = not tested or not shown; [ ] = another dose, or the depositor's remark. Unless noted, no stated cut-off is given here; in the data, active means inhibition above about 50%; inactive means the rest. The list is partial, so the mix of outcomes need not match the whole.

SMILES	NOD1 NF-kB reporter	KOR beta-arrestin-1	GPR55 beta-arrestin	T cell modulator	T cell modulator vesicle-bound %	Myeloid diff MLP	Myeloid diff MLP GFP+ MAC1+ %	NTR1 agonist	NTR1 agonist cell count 20 µM	HEK293 NOD2/NF-kB	GPR55 antagonists	KOR beta-arrestin-2
CCOc1cc(C2NC(=O)NC(C)=C2C(=O)NCc2ccccc2)c(Cl)cc1O (stereo unspecified)	16%	-3.9%	-0.1%	i	5	i	0.7	2.0	67	2%	-8%	18%
COc1ccccc1NS(=O)(=O)c1cccc(C(=O)OCC(=O)Nc2cc(C)on2)c1	.	1.2%	-0.3%	i	30	i	1.0	-1.3	47	-3%	0%	-9%
CCOC(=O)c1oc2ccc(S(=O)(=O)n3nc(-c4cc(OC)c(OC)c(OC)c4)cc3N)cc2c1C	26%	-1.3%	-0.4%	i	29	i	0.7	2.8	67	-38%	5%	6%
COCc1cc(C)n(CC(=O)Nc2ccccc2OC)c(=O)c1C#N	-4%	1.6%	-0.3%	i	39	i	1.1	-0.3	75	2%	-4%	16%
Cc1ccccc1NS(=O)(=O)c1cc(C(=O)Nc2cccnc2)ccc1C	-3%	3.8%	0.1%	i	42	i	2.2	0.8	60	15%	13%	-6%
O=C(NC(=S)Nc1ccccc1Cl)c1csnn1	-18%	5.4%	0.8%	i	62	i	7.0	0.7	40	-36%	10%	-25%
CC/C(=N\O)c1ccc(O)c(OC)c1	1%	1.1%	-0.1%	i	14	i	3.6	0.6	53	13%	8%	1%
C(=N\N(c1ccccc1)c1ccccc1)/c1ccccn1	-11%	-3.7%	-0.2%	i	25	i	0.2	18	50	4%	-9%	0%
Cc1ccc2[nH]c3c(c2c1)CN(C(=O)CN1CCN(c2ccccc2F)CC1)CC3	-5%	4.9%	0.3%	.	.	.	.	.	.	7%	-8%	-6%
Cc1ccc(C(=O)N/N=C/C2=Cc3ccccc3OC2C)cc1 (stereo unspecified)	-38%	-3.0%	-0.1%	i	24	i	0.1	-0.7	72	-28%	5%	0%
CCOC(=O)CNC(=O)CSc1nc(NCc2ccccc2)nc(N(C)C)n1	-8%	-2.8%	-0.1%	i	26	i	0.8	-0.2	59	12%	8%	14%
Cc1ccc(NS(=O)(=O)c2cc(C(=O)N3CCN(C)CC3)ccc2C)cc1	.	-0.9%	0.1%	i	44	i	1.2	0.0	40	3%	7%	2%
Cc1ccccc1OCC(=O)N/N=C/c1ccc2c(c1)OCCO2	-22%	3.2%	-0.4%	i	48	i	1.0	1.1	50	-13%	2%	-5%
CCCCCOc1ccc(NC(=O)CSc2cccc3cccnc23)cc1	-8%	-0.5%	0.1%	i	28	i	0.3	9.7	100	19%	8%	-3%
O=C(Nc1ccc(F)cc1)C1CCN(S(=O)(=O)c2cccc3nonc23)CC1	9%	-3.0%	0.2%	i	28	i	0.2	-2.6	45	10%	10%	-4%
O=C(O)C1CCCN(S(=O)(=O)c2ccccc2)C1 (stereo unspecified)	39%	.	0.2%	i	41	i	0.0	-1.8	87	12%	-13%	-38%[20 µM]
Cc1nc(CSc2nnc(N)s2)cs1	-23%	-4.8%	-0.4%	i	33	i	0.1	-1.4	53	7%	0%	-12%
Cc1ccnc(NC(=O)c2ccoc2C)c1	-39%	0.9%	0.4%	i	55	i	0.2	-0.7	42	-25%	-2%	8%
CC(=O)CCn1c(=O)n(CCC(C)=O)c(=O)n(CCC(C)=O)c1=O	-22%	-2.0%	-0.5%	i	38	i	0.8	-0.6	58	-2%	16%	9%
CC(C)N1CCc2c(sc(NC(=O)C3CCCCC3)c2C(N)=O)C1	7%	-6.2%	0.8%	i	32	i	0.7	1.7	90	-6%	10%	-15%[20 µM]
C=CCn1c(=O)/c(=C2/Sc3ccccc3N2CC)s/c1=C1/C(=O)NN=C1C	-4%	.	-0.1%	i	52	.	.	-0.6	33	15%	6%	-16%[20 µM]
COc1ccc(OC)c(S(=O)(=O)NC2CCSc3ccccc32)c1 (stereo unspecified)	-24%	7.1%	-0.1%	i	27	i	0.8	-0.4	41	-3%	2%	-27%
COc1ccccc1C(=O)N(Cc1sccc1C)C1CCS(=O)(=O)C1 (stereo unspecified)	-12%	-2.3%	-0.2%	i	48	i	2.1	0.8	65	2%	6%	-6%
Cc1c(C(=O)c2ccc(Cl)cc2Cl)cnc2cc3c(cc12)OCO3	34%	-5.8%	-0.1%	i	36	i	1.2	6.8	79	6%	9%	10%
COc1ccccc1/C=C/C=N/n1c(C2CCCCC2)n[nH]c1=S	-4%	-1.0%	0.2%	i	44	i	0.3	1.0	70	13%	8%	12%
Cc1ccc2c(CN3CCOCC3)cc(=O)oc2c1	-5%	2.0%	0.0%	i	12	.	.	-1.3	40	10%	-9%	-21%
O=C(Nc1ccc([N+](=O)[O-])cc1)Nc1cnccn1	-12%	1.5%	-0.1%	i	64	i	0.7	1.5	67	-3%	-9%	8%
O=C(NCCCN1CCOCC1)C1Cc2c(ccc3ccccc23)O1 (stereo unspecified)	0%	-2.6%	-0.3%	i	35	i	0.9	1.2	41	3%	1%	8%
CC(C)c1ccc(OCC(=O)N2CCN(c3ccccn3)CC2)c(Br)c1	-2%	1.3%	-0.1%	i	64	i	2.6	3.3	57	11%	5%	19%
C/C(=C\c1ccco1)CN1CCN(Cc2ccc(C)o2)C(CCO)C1 (stereo unspecified)	-23%	-15%	0.5%	i	60	i	0.1	0.8	57	-7%	9%	-38%[20 µM]
Nc1nc(SCC(=O)c2ccc(Oc3ccccc3)cc2)n[nH]1	-34%	-3.4%	-0.1%	i	38	i	3.2	-1.4	56	-4%	2%	-2%
COc1ccc(NC(=O)COC(=O)CNC(=O)C2CCCCC2)cc1	-19%	-8.3%	-0.3%	i	33	i	0.5	0.0	49	9%	-8%	12%
Cc1cccc(-n2cnc(C(=O)NNC(=S)Nc3ccc(Cl)cc3)c2)n1	9%	-0.1%	-0.3%	i	4	i	0.2	0.1	31	15%	11%	-10%
Cc1ccc(-c2csc3ncnc(NCCC(=O)O)c23)cc1C	-8%	-3.4%	-0.1%	i	52	i	0.6	1.6	60	14%	3%	4%
CCc1ccc(OCC(=O)Nc2cccc3nsnc23)cc1	-12%	.	-0.1%	i	61	i	0.1	0.8	105	-22%	11%	-25%[20 µM]
CC1(C(=O)N(CC(=O)NC2CCCC2)Cc2ccco2)CC(=O)N=C2C=CC=CN21 (stereo unspecified)	-18%	-2.4%	0.0%	i	34	i	3.3	-0.7	77	3%	-6%	16%
COc1ccc(C(C(=O)NCC2CCCO2)N(Cc2ccco2)C(=O)c2snc(C(N)=O)c2N)cc1OC (stereo unspecified)	0%	-3.4%	-0.2%	i	18	i	0.4	32	62	-12%	7%	23%
C=CCn1c(C)csc1=Nc1ccc(C(=O)O)cc1	-39%	1.8%	0.0%	i	32	i	0.3	-1.7	55	3%	12%	-10%

Arranged by length of the SMILES (low to high): some entries from above.
SMILES	NOD1 NF-kB reporter	KOR beta-arrestin-1	GPR55 beta-arrestin	T cell modulator	T cell modulator vesicle-bound %	Myeloid diff MLP	Myeloid diff MLP GFP+ MAC1+ %	NTR1 agonist	NTR1 agonist cell count 20 µM	HEK293 NOD2/NF-kB	GPR55 antagonists	KOR beta-arrestin-2
Cc1ccc2c(CN3CCOCC3)cc(=O)oc2c1	-5%	2.0%	0.0%	i	12	.	.	-1.3	40	10%	-9%	-21%
C=CCn1c(C)csc1=Nc1ccc(C(=O)O)cc1	-39%	1.8%	0.0%	i	32	i	0.3	-1.7	55	3%	12%	-10%
CCc1ccc(OCC(=O)Nc2cccc3nsnc23)cc1	-12%	.	-0.1%	i	61	i	0.1	0.8	105	-22%	11%	-25%[20 µM]
O=C(NCCCN1CCOCC1)C1Cc2c(ccc3ccccc23)O1 (stereo unspecified)	0%	-2.6%	-0.3%	i	35	i	0.9	1.2	41	3%	1%	8%
Nc1nc(SCC(=O)c2ccc(Oc3ccccc3)cc2)n[nH]1	-34%	-3.4%	-0.1%	i	38	i	3.2	-1.4	56	-4%	2%	-2%
COc1ccc(NC(=O)COC(=O)CNC(=O)C2CCCCC2)cc1	-19%	-8.3%	-0.3%	i	33	i	0.5	0.0	49	9%	-8%	12%
C/C(=C\c1ccco1)CN1CCN(Cc2ccc(C)o2)C(CCO)C1 (stereo unspecified)	-23%	-15%	0.5%	i	60	i	0.1	0.8	57	-7%	9%	-38%[20 µM]
CC(C)c1ccc(OCC(=O)N2CCN(c3ccccn3)CC2)c(Br)c1	-2%	1.3%	-0.1%	i	64	i	2.6	3.3	57	11%	5%	19%
Cc1cccc(-n2cnc(C(=O)NNC(=S)Nc3ccc(Cl)cc3)c2)n1	9%	-0.1%	-0.3%	i	4	i	0.2	0.1	31	15%	11%	-10%
COc1ccc(C(C(=O)NCC2CCCO2)N(Cc2ccco2)C(=O)c2snc(C(N)=O)c2N)cc1OC (stereo unspecified)	0%	-3.4%	-0.2%	i	18	i	0.4	32	62	-12%	7%	23%
